Platelet DG rel = inhibitors of platelet dense granule secretion, primary screen, cell-based, MLPCN, human platelets; human platelet-rich plasma, SFLLRN dense granule ATP release, luminescence; inhibition, %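 (compounds screened at 7.5 µM in platelet-rich plasma)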; 0.22% of 300,000 active; AID 1663, 2009;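 active = mean replicate score, as percent of positive control, at or above 50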
KCNK9 inh = KCNK9 potassium channel inhibitors, primary screen, HEK293 cells, thallium flux | FluxOR thallium flux fluorescence; hits give low values | B-score at 10 µM | 1.2% of 310,000 active | AID 488922, 2010;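 active = ratio B-score over 3 SD below the library mean, with starting fluorescence within 5 SD of its mean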;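 also: negative B-score means less thallium flux so channel inhibition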
Target sequence (Q9NPC2 whole entry, looked up): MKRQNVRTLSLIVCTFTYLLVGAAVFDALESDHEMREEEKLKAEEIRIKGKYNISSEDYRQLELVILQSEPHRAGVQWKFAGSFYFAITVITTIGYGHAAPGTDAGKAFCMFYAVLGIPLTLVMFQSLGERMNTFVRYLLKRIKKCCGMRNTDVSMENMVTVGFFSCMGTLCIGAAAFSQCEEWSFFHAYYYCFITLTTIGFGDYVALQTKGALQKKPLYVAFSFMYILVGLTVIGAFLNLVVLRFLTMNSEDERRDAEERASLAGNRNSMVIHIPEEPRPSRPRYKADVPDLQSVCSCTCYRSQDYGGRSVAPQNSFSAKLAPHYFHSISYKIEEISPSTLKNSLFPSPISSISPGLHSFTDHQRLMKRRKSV
KCNK3 block = human KCNK3 channel inhibitors, primary screen, CHO cells, FluxOR thallium flux, B-score | 0.84% of 340,000 active | B-score at 10 µM | AID 602410, 2012 | FluxOR fluorescence; hits give low values;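 active = B-score under library mean minus 4 SD, starting fluorescence ratio at most library mean plus 5 SD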;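 also: more negative B-score means stronger inhibition of thallium flux through KCNK3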
Target sequence (O14649 whole entry, looked up): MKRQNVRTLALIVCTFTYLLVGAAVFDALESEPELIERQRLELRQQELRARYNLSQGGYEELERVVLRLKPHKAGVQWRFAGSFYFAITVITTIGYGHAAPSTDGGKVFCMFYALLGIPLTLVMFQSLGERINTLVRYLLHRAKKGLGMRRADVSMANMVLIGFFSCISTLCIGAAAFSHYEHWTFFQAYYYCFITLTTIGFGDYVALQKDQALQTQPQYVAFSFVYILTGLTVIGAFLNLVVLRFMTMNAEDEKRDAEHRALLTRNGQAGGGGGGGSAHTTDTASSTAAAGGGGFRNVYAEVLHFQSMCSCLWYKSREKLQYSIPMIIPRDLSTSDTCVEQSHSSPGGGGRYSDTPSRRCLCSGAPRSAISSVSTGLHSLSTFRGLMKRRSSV
hERG rescue = hERG rescue from dofetilide block, primary screen, cell-based, CHO-hERG, FluxOR thallium flux, dofetilide IC70. Voltage-gated inwardly rectifying potassium channel KCNH2 (Homo sapiens), Q12809. dofetilide IC70 present. activation (rescue from dofetilide block), less the hit threshold, % at 10 µM. 0.51% of 310,000 active;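 active = activation above the mean of controls blocked by dofetilide plus 5 SD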;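 also: thallium influx through hERG after potassium depolarization seen as dye fluorescence rise; in these data hits start at about 4.7%; inactives centre near -7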
TRPC4 act = activators of mouse TRPC4 channel, primary screen, Fluo4 calcium, HEK293 TRPC4beta/mu-opioid cells; Short transient receptor potential channel 4 (Mus musculus), Q9QUQ5; Fluo4 calcium fluorescence; hits give high values; B-score at 10 µM; 0.49% of 310,000 active; AID 2237, 2010;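 active = B-score above 5 SD of library B-scores, and initial fluorescence ratio not above library mean plus 5 SD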;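 also: positive B-score marks a calcium rise read as TRPC4 activation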
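Assay system – TRPC4beta and mu-opioid receptor HEK293 stable cells · Measured by – Fluo4 fluorescence, kinetic · Schedule – dye loading 45 min room temperature, 110 s kinetic read · Read-out – B-scored integrated calcium fluorescence ratio · Controls – buffer and maximal DAMGO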
KCNQ1 pot = potentiators or activators of KCNQ1 channel, primary screen, cell-based, thallium flux, high-throughput. Potassium voltage-gated channel subfamily KQT member 1 (Homo sapiens), P51787. CHO-K1 KCNQ1, thallium flux FluxOR fluorescence; hits give high values. B-score at 10 µM. 0.35% of 310,000 active. AID 2648, 2010;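 active = fluorescence ratio B-score, a plate-corrected score, at least three library SD, with initial intensity B-score within 5 SD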
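Assay system: CHO-K1 cells stably expressing KCNQ1; Medium: assay buffer with matched DMSO; Also added: K+/Tl+ depolarizing stimulus; Dosing: single dose; Timing: dye 90 min, compound 20 min, room temperature; Measured by: kinetic FluxOR thallium fluorescence, 10-s 1-Hz baseline, 110-s post-stimulus read; Read-out: peak-minus-minimum fluorescence over initial fluorescence, negative-control normalized, B-scored.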
TRPC4 PAM = positive allosteric modulators of TRPC4, primary screen, cell-based, mouse TRPC4beta, HEK293 mu-opioid, Fluo-4 calcium. B-score at 10 µM. 0.42% of 310,000 active. Short transient receptor potential channel 4 (Mus musculus), Q9QUQ5. DAMGO EC20, Fluo-4 Ca2+ flux; hits give high values;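 active = B-score of calcium response area above 5 SD of library B-scores, with initial fluorescence ratio within 5 SD of library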;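 also: B-score of integrated fluorescence ratio over time as area under calcium response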
PolyA inh = polyadenylation inhibitors in yeast reporter cells, primary screen, luminescence, S. cerevisiae | S. cerevisiae SKY197-pL101 polyadenylation reporter, beta-gal luminescence; efflux-impaired pdr1/pdr3 knockout yeast; score 100 = 6 SD above DMSO | 0.02% of 300,000 active | calls only at 12 µM;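 active = lowest replicate activity score at least 50, where 100 means six control SD above control mean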;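 also: yeast exposed to compound for 9 h at 30 °C; higher score means more reporter readthrough which indicates perturbed polyadenylation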
KCNQ1 inh = inhibitors of human KCNQ1 channel, primary screen, cell-based, thallium flux, high-throughput; 1.3% of 310,000 active; Potassium voltage-gated channel subfamily KQT member 1 (Homo sapiens), P51787; B-score at 10 µM; CHO-K1 KCNQ1, FluxOR thallium flux fluorescence; hits give high values;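 active = compounds whose thallium flux B-score, printed positive for inhibition, exceeds three library SD while starting fluorescence stays within three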;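 also: channel opened by potassium depolarization with thallium stimulus after 20 min compound exposure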
TRPC4 block = inhibitors of mouse TRPC4 channel, primary screen, Fluo4 calcium, HEK293 TRPC4beta/mu-opioid cells; Short transient receptor potential channel 4 (Mus musculus), Q9QUQ5; DAMGO-evoked Fluo4 calcium flux; hits give low values; B-score at 10 µM; 0.39% of 300,000 active; AID 2247, 2010;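 active = B-score over 3 SD under the library average, no early fluorescence shift, positive overall ratio signal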
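Assay system – HEK293 line stably carrying TRPC4beta and mu-opioid receptor · Doses – single dose · Detection – Fluo4 calcium-dye fluorescence, kinetic read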
DYRK1A inh = rat Dyrk1A kinase inhibitors, primary screen, biochemical, single point, plate reader; Dual specificity tyrosine-phosphorylation-regulated kinase 1A (Rattus norvegicus), Q63470; ADP-Glo luminescence, NFATc1 peptide; inhibition, % at 12.5 µM; 0.43% of 310,000 active; AID 504441, 2011; in the data active = inhibition above about 50%;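 also: plate controls were vehicle with enzyme for no effect and no enzyme for full effect; many of its hits are not listed in these tables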
* marks the source's active call; other numbers are inactive results. Only part of the results is shown; count on the stated rates, not on these rows.

For Nc1nc(SCc2ccccc2)c2[nH]cnc2n1 the results were Platelet DG rel -1.8, KCNK9 inh inactive, KCNK3 block inactive, hERG rescue -15.3, TRPC4 act inactive, KCNQ1 pot inactive, TRPC4 PAM inactive, PolyA inh inactive, KCNQ1 inh inactive, TRPC4 block inactive and DYRK1A inh -2.4.
For CN(CCOC(=O)CN1C(=O)c2ccccc2C1=O)C1=NS(=O)(=O)c2ccccc21 the results were Platelet DG rel -4.6, KCNK9 inh inactive, hERG rescue -7.0, TRPC4 act inactive, KCNQ1 pot inactive, TRPC4 PAM inactive, PolyA inh inactive, KCNQ1 inh inactive and TRPC4 block inactive.
For Cc1cc(NC(=O)C2CC(c3ccc(Cl)cc3)=NO2)no1 (centres undefined) the results were Platelet DG rel -3.4, KCNK9 inh inactive, KCNK3 block inactive, hERG rescue -3.4, TRPC4 act inactive, KCNQ1 pot inactive, TRPC4 PAM inactive, PolyA inh inactive, KCNQ1 inh inactive, TRPC4 block inactive and DYRK1A inh -4.5.
Cc1[nH]c2ccccc2c1/C=N/Nc1cccc(C(=O)O)c1 was read as Platelet DG rel -5.2, KCNK9 inh inactive, KCNK3 block inactive, hERG rescue -5.8, TRPC4 act inactive, KCNQ1 pot inactive, TRPC4 PAM inactive, PolyA inh inactive, KCNQ1 inh inactive and TRPC4 block inactive.
For Cc1ccc(NCC(=O)N/N=C/c2ccc(OC(=O)c3ccco3)cc2)cc1 the results were Platelet DG rel -9.1, KCNK9 inh inactive, KCNK3 block inactive, hERG rescue -13.5, TRPC4 act inactive, KCNQ1 pot inactive, TRPC4 PAM inactive, PolyA inh inactive, KCNQ1 inh inactive, TRPC4 block inactive and DYRK1A inh -3.3.
Screening CN(C)c1ccc(C(=O)OCC(=O)NC2CCCCCC2)cc1 returned Platelet DG rel -3.8, KCNK9 inh inactive, KCNK3 block inactive, hERG rescue -8.7, TRPC4 act inactive, KCNQ1 pot inactive, TRPC4 PAM inactive, PolyA inh inactive, KCNQ1 inh inactive, TRPC4 block inactive and DYRK1A inh 5.9.
O=C(COC(=O)c1ccco1)NCc1ccccc1Cl was read as Platelet DG rel -1.5, KCNK9 inh inactive, KCNK3 block inactive, hERG rescue -0.8, TRPC4 act inactive, KCNQ1 pot inactive, TRPC4 PAM inactive, PolyA inh inactive, KCNQ1 inh inactive and TRPC4 block inactive.
Screening O=C(Cc1cccc2ccccc12)Nc1nc2ccccc2[nH]1 returned Platelet DG rel 0.5, KCNK9 inh inactive, KCNK3 block inactive, hERG rescue -9.8, TRPC4 act inactive, KCNQ1 pot inactive, TRPC4 PAM inactive, PolyA inh inactive, KCNQ1 inh inactive, TRPC4 block inactive and DYRK1A inh 1.2.
Screening Cc1cccc(NC(=O)c2ccc(NC(=O)c3ccccc3Br)cc2)c1 returned Platelet DG rel -8.9, KCNK9 inh inactive, KCNK3 block inactive, hERG rescue -6.5, TRPC4 act inactive, KCNQ1 pot inactive, TRPC4 PAM inactive, PolyA inh inactive, KCNQ1 inh inactive, TRPC4 block inactive and DYRK1A inh 1.2.
Screening CC(C)COc1ccc(-c2nnn(CC(=O)N3CCCC3)n2)cc1 returned Platelet DG rel -4.9, KCNK9 inh inactive, KCNK3 block inactive, hERG rescue -10.6, TRPC4 act inactive, KCNQ1 pot inactive, TRPC4 PAM inactive, PolyA inh inactive, KCNQ1 inh inactive, TRPC4 block inactive and DYRK1A inh -2.4.
O=C1CC(N2CCCCCC2)C(=O)N1c1ccc(F)cc1 (centres undefined) was read as Platelet DG rel -0.9, KCNK9 inh inactive, KCNK3 block inactive, hERG rescue -7.5, TRPC4 act inactive, KCNQ1 pot inactive, TRPC4 PAM inactive, PolyA inh inactive, KCNQ1 inh inactive, TRPC4 block inactive and DYRK1A inh -1.6.
Screening CCOc1cccc(C(=O)Nc2cccc(-c3nnc(-c4ccccc4)o3)c2)c1 returned Platelet DG rel -1.9, KCNK9 inh inactive, KCNK3 block -10.7*, hERG rescue -3.4, TRPC4 act inactive, KCNQ1 pot inactive, TRPC4 PAM inactive, PolyA inh inactive, KCNQ1 inh inactive, TRPC4 block inactive and DYRK1A inh -3.6.
Screening COc1cccc(NC(=O)Nc2nc(SC(C)(C)C)ns2)c1 returned Platelet DG rel -6.0, KCNK9 inh inactive, KCNK3 block inactive, hERG rescue -13.9, TRPC4 act inactive, KCNQ1 pot inactive, TRPC4 PAM inactive, PolyA inh inactive, KCNQ1 inh inactive, TRPC4 block inactive and DYRK1A inh 11.8.
For CCOc1ccc(CNS(=O)(=O)c2ccc3c(c2)CC(=O)N3C)cc1 the results were Platelet DG rel 1.0, KCNK9 inh inactive, KCNK3 block inactive, hERG rescue -7.3, TRPC4 act inactive, KCNQ1 pot inactive, TRPC4 PAM inactive, PolyA inh inactive, KCNQ1 inh inactive, TRPC4 block inactive and DYRK1A inh -2.6.
Screening O=C(N/N=C/c1cn(-c2cccs2)nc1-c1ccccc1)c1ccccc1Br returned Platelet DG rel -1.8, KCNK9 inh inactive, KCNK3 block inactive, hERG rescue -9.4, TRPC4 act inactive, KCNQ1 pot inactive, TRPC4 PAM 14*, PolyA inh inactive, KCNQ1 inh inactive, TRPC4 block inactive and DYRK1A inh 0.4.
For CCOC(=O)C1(Cc2cccc(OC)c2)CCN(Cc2cnc(SC)nc2)CC1 the results were Platelet DG rel -9.0, KCNK9 inh inactive, KCNK3 block inactive, hERG rescue -6.0, TRPC4 act inactive, KCNQ1 pot inactive, TRPC4 PAM inactive, PolyA inh inactive, KCNQ1 inh inactive, TRPC4 block -5* and DYRK1A inh 2.7.
For Cc1ccc(-n2nc(C)c(C3(O)C(=O)N(C(C)C)c4ccccc43)c2N)cc1 (centres undefined) the results were Platelet DG rel 0.0, KCNK9 inh inactive, KCNK3 block inactive, hERG rescue -0.7, TRPC4 act inactive, KCNQ1 pot inactive, TRPC4 PAM inactive, PolyA inh inactive, KCNQ1 inh inactive, TRPC4 block inactive and DYRK1A inh 0.1.
Screening NC(=O)COC(=O)c1c2c(nc3ccccc13)CCC2 returned Platelet DG rel -1.8, KCNK9 inh inactive, KCNK3 block inactive, hERG rescue -22.5, TRPC4 act inactive, KCNQ1 pot inactive, TRPC4 PAM inactive, PolyA inh inactive, KCNQ1 inh inactive, TRPC4 block inactive and DYRK1A inh 30.2.
CC(C)CNC(=S)N1CCN(C)CC1 was read as Platelet DG rel 5.1, KCNK9 inh inactive, KCNK3 block inactive, hERG rescue -10.2, TRPC4 act inactive, KCNQ1 pot inactive, TRPC4 PAM inactive, PolyA inh inactive, KCNQ1 inh inactive, TRPC4 block inactive and DYRK1A inh 2.6.
`O=C(CN1C(=O)C2CC=CCC2C1=O)NC1=NCCS1` (centres undefined) gave Platelet DG rel 1.0, KCNK9 inh inactive, KCNK3 block inactive, hERG rescue -7.5, TRPC4 act inactive, KCNQ1 pot inactive, TRPC4 PAM inactive, PolyA inh inactive, KCNQ1 inh inactive, TRPC4 block inactive and DYRK1A inh -4.4.
For COc1ccc(Nc2nnc(SCC(=O)N3CCCC3)s2)cc1 the results were Platelet DG rel -16.7, KCNK9 inh inactive, KCNK3 block inactive, hERG rescue -9.8, TRPC4 act inactive, KCNQ1 pot inactive, TRPC4 PAM inactive, PolyA inh inactive, KCNQ1 inh inactive, TRPC4 block inactive and DYRK1A inh -2.8.
CN1CCN(C(=O)C2=C[C@@H](C(C)(C)C)C[C@@H](OCc3ccc(CO)cc3)O2)CC1 was read as Platelet DG rel -6.8, KCNK9 inh inactive, KCNK3 block inactive, hERG rescue -3.2, TRPC4 act inactive, KCNQ1 pot inactive, TRPC4 PAM inactive, PolyA inh inactive, KCNQ1 inh inactive, TRPC4 block inactive and DYRK1A inh -1.2.
For CC(C)NC(=O)CSc1nnc(-c2ccco2)n1N the results were Platelet DG rel -0.1, KCNK9 inh inactive, KCNK3 block inactive, hERG rescue -8.1, TRPC4 act inactive, KCNQ1 pot inactive, TRPC4 PAM inactive, PolyA inh inactive, KCNQ1 inh inactive, TRPC4 block inactive and DYRK1A inh -3.7.
`O=C(NCN1CCCCC1)c1cccnc1` gave Platelet DG rel -5.4, KCNK9 inh inactive, KCNK3 block inactive, hERG rescue -12.0, TRPC4 act inactive, KCNQ1 pot inactive, TRPC4 PAM inactive, PolyA inh inactive, KCNQ1 inh inactive, TRPC4 block inactive and DYRK1A inh -0.2.
Screening COc1ccc(Cl)cc1NC(=O)CN1C(=O)NC2(CCCC2)C1=O returned Platelet DG rel 1.6, KCNK9 inh inactive, KCNK3 block inactive, hERG rescue -4.1, TRPC4 act inactive, KCNQ1 pot inactive, TRPC4 PAM inactive, PolyA inh inactive, KCNQ1 inh inactive, TRPC4 block inactive and DYRK1A inh 4.9.
Screening N/C(Cc1ccc(Cl)cc1Cl)=N\OC(=O)Cc1ccccc1 returned Platelet DG rel -15.4, KCNK9 inh inactive, KCNK3 block inactive, hERG rescue -2.3, TRPC4 act inactive, KCNQ1 pot inactive, TRPC4 PAM inactive, PolyA inh inactive, KCNQ1 inh inactive, TRPC4 block inactive and DYRK1A inh -1.6.
Screening Cn1c(=O)n(C)c2cc(/C=N/n3cnnc3)ccc21 returned Platelet DG rel -5.9, KCNK9 inh inactive, KCNK3 block inactive, hERG rescue -14.5, TRPC4 act inactive, KCNQ1 pot inactive, TRPC4 PAM inactive, PolyA inh inactive, KCNQ1 inh inactive, TRPC4 block inactive and DYRK1A inh 1.3.

High-throughput results as filed in PubChem BioAssay.
